Rat MKP-3 inhibitors – MKP-3 phosphatase inhibitors, primary screen, biochemical, rat enzyme, in vitro (AID 425). recombinant MKP-3 phosphatase activity, fluorescence; higher % means a stronger effect. inhibition, % at 20 µM, or IC50 in µM where a hit was titrated. 0.17% of 110,000 active; in the data active = inhibition above about 50%;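 also: plate controls were vehicle for no effect and reference inhibitor for full effect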
Hsp70 inhibitors – Hsp70 inhibitors, probe displacement, primary screen, biochemical, fluorescence polarization (AID 583) | 0.06% of 140,000 active | displacement, % at 20 µM; hits with a dose series show IC50 in µM | Hsp70 fluorescence polarization probe displacement, mP; higher % means a stronger effect; in the data active = displacement above about 50%;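 also: plate controls were vehicle for no effect and reference ligand for full effect; a part of the inactive calls stands beside numbers as strong as those of hits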
Numbers without * were called inactive; · = not tested or not shown; & = joins results of further samples. Some of the compounds tested; rates above refer to the full screens.

Rat MKP-3 inhibitors | Hsp70 inhibitors | SMILES
0.8% | -7.4% | COC(=O)C(C)Sc1nc2c([nH]c3ccccc32)c(=O)n1C (centres undefined)
· | 4.1% | Cc1ccc(-n2nc(C(=O)c3ccccc3)n3c(=O)c(Cc4ccccc4)nnc23)cc1
-6.2% | 16.7% | Cc1[nH]nc2c1C1(CCN(Cc3ccccc3)CC1)C(C#N)=C(N)O2
-1.9% | 2.0% | CCCn1c(-c2ccccc2)nc2c(=O)n(C)c(=O)[nH]c21
· | -2.0% | CCCOc1ccccc1C(=O)NC(CO)C(=O)O (centres undefined)
-3.3% | -8.7% | CCC(C)n1c(SC(C)C#N)nc2ccccc2c1=O (centres undefined)
· | 1.0% | O=C(CSc1nnnn1-c1cccc2c1CCCC2)NC1CCCC1
-3.1% | 1.5% | Cc1cc([N+](=O)[O-])c(-c2ccc(/C=N/n3cnnc3)o2)cc1Cl
-7.8% | -0.5% | Cc1cc(/C(O)=C2\C(=O)C(=O)N(CCN(C)C)C2c2ccncc2)ccc1OCc1ccccc1 (centres undefined)
5.3% | -2.0% | COc1ccccc1C(=O)CC(=O)Nc1ccccc1

More structures follow.
Rat MKP-3 inhibitors | Hsp70 inhibitors | SMILES
-6.4% | -9.0% | Cc1cc(C)nc(NC2=NCC(=O)N2CCc2c[nH]c3ccccc23)n1
· | 4.3% | O=C1/C(=C/c2cccnc2)Oc2cc(OS(=O)(=O)c3ccccc3)ccc21
-1.9% | 2.4% | CC(=O)c1ccc2c3c(cccc13)C(=O)N(c1c(C)nn(C)c1C)C2=O
0.0% | 2.1% | CCOC(=O)c1c(N)sc(C(=O)Nc2ccc(Cl)cc2)c1C
-10.7% | 1.3% | C=CCN(C(=O)Nc1ccccc1)C1CC(=O)N(c2ccc(OC)cc2)C1=O (centres undefined)
6.0% | 10.7% | O=C(Nc1cccnc1)c1cc(-c2ccco2)on1
0.8% | -4.5% | COC(=O)c1ccc(NC(=O)Cn2nc(SC)n(N)c2=S)cc1
· | -4.9% | Cc1sc2ncnc(N(C)Cc3ccco3)c2c1C
· | -4.1% | Cc1ccc(C2CC(=O)Nc3cc4c(cc32)OCO4)o1 (centres undefined)
-0.5% | -0.5% | COC(=O)c1ccccc1NC(=O)CN(c1ccc(OC)cc1OC)S(C)(=O)=O

(more compounds)
Rat MKP-3 inhibitors | Hsp70 inhibitors | SMILES
7.0% | 2.3% | COc1ccc(OCCCOc2cccc(C)c2)cc1
0.8% | 0.3% | O=C1NC2(CCCC2)N=C1c1ccc(Cl)cc1
0.5% | 4.2% | O=C(c1ccc(Cl)cc1Cl)N1CCN(c2ccccc2)CC1
-2.0% | 0.3% | Cc1ccc(C(=O)/C=C/c2ccc(OCc3ccccc3)cc2)cc1
-0.5% | -0.2% | CCOC(=O)C1=CN(c2ccc(C)cc2)C=C(C(=O)OCC)C1c1ccc(C)s1
-7.8% | 2.6% | CCCCNC(=O)c1ccccc1NS(=O)(=O)c1ccc2c(c1)OCCO2
-2.4% | 1.7% | CCS(=O)(=O)N1CCC(C(=O)NC2CCCCC2)CC1
2.2% | 1.2% | Cc1c(CCNC(=O)NS(=O)(=O)c2ccccc2Cl)c2ccccc2n1Cc1ccccc1
-1.5% | -0.4% | C=CCc1cccc(CNc2nc3ccccc3n2CC)c1O
1.4% | -2.7% | O=C(NN1C(=O)c2ccc(Oc3cccc([N+](=O)[O-])c3)cc2C1=O)c1ccco1

Next entries:
Rat MKP-3 inhibitors | Hsp70 inhibitors | SMILES
-2.7% | -2.3% | Cc1cccc(N2CCN(C(=O)Cn3ccc4ccccc4c3=O)CC2)c1C
-1.5% | -0.5% | COc1cccc(NC(=O)N2CCCC2C(=O)Nc2ccc3c(c2)OCO3)c1 (centres undefined)
1.5% | 1.6% | O=C(NCc1ccncc1)c1ccc(I)cc1
-10.4% | 8.6% | Cc1cc(NC(=O)c2cc(-c3cccnc3)nc3c(C)c(C)ccc23)no1
-9.6% | 4.6% | O=C(Nc1ccccc1C(=O)Nc1ccccc1C(=O)NCc1ccco1)c1ccco1
9.6% | 2.7% | CC1=CC(c2ccccc2)n2nc(N3C(=O)c4ccccc4C3=O)nc2N1 (centres undefined)
· | -1.6% | O=C(CSc1ccc2ccccc2n1)N1CCC(c2noc3ccc(F)cc23)CC1
3.6% | -2.9% | COc1cc2c(C(=O)NCc3ccc(C)o3)cn(CC(C)C)c(=O)c2cc1OC
1.6% | -2.8% | Cc1ccc(N2C(=O)c3ccc(-c4nc5c(C)cccc5c(=O)o4)cc3C2=O)cc1C
-3.0% | · | CCCc1cc(=O)[nH]c(SCC(=O)NC(=O)OCC)n1

Other compounds follow:
Rat MKP-3 inhibitors | Hsp70 inhibitors | SMILES
· | -39.4% | Cc1cc(NS(=O)(=O)c2ccc(NC(NC(=O)C(C(F)(F)F)C(F)(F)F)(C(F)(F)F)C(F)(F)F)cc2)no1
-5.1% | 50.0% | N#CC1=C(N)C(C#N)(C#N)[C@H](c2ccoc2)[C@H]2CN(Cc3ccccc3)CC=C12
-2.9% | 2.8% | O=C1/C(=C/c2ccccc2)SC(=S)N1/N=C/c1ccccc1
-8.1% | 1.9% | CCN(CC)CCCN1C(=O)C(O)=C(C(=O)c2cccs2)C1c1ccccn1 (centres undefined)
3.0% | 0.0% | COc1ccc(C2CC(=O)C3=C(C2)Nc2ccccc2NC3c2ccc(OCc3ccccc3)cc2)cc1 (centres undefined)
0.8% | 5.9% | C=CCOc1ccc(/C=C2/C(=O)NC(=S)N(CC=C)C2=O)cc1OCC
4.0% | 3.6% | Cc1ccccc1N1C(=O)NC(=O)/C(=C/c2cn(CC(=O)Nc3ccccc3)c3ccccc23)C1=O
-12.0% | -4.0% | C=CCOc1ccc(/C(O)=C2\C(=O)C(=O)N(CCN(C)C)C2c2cccs2)cc1 (centres undefined)
0.6% | 0.9% | N#CC1=C2SCN(Cc3ccccc3)CN2C(=O)CC1c1ccccc1F (centres undefined)
-7.8% | 2.6% | CCCn1c(=O)c2c(c3ccccc31)OC(C)C(=O)N2 (centres undefined)

Other structures follow.
Rat MKP-3 inhibitors | Hsp70 inhibitors | SMILES
-1.0% | 0.0% | CCN(CC(=O)N1CCCCCC1)S(=O)(=O)c1ccc(Cl)cc1
4.3% | 0.5% | CCOP(=O)(OCC)/C(=N/OC(=O)c1ccccc1C)C(N)=O
-5.7% | -1.3% | CC(C)CC1N=C2c3ccccc3N=C(SCc3cc(=O)n4ccccc4n3)N2C1=O (centres undefined)
-3.7% | 4.1% | CCN1CCN(C(=O)CS(=O)Cc2nc(-c3ccc(OC)cc3)oc2C)CC1 (centres undefined)
-10.5% | -0.8% | CCOC(=O)c1ccc(N2C(=O)CC(N3CCN(C/C=C/c4ccccc4)CC3)C2=O)cc1 (centres undefined)
· | 5.8% | COc1ccc2c(c1)c(=O)oc1cc(OCC(=O)N3CCc4ccccc4C3)ccc12
· | -1.4% | O=C(Nc1ccccc1)c1ccc(NC2CCCCC2)c(S(=O)(=O)N2CCOCC2)c1
· | 10.7% | COc1ccc(/C=N/Nc2nonc2N)cc1OC
-1.1% | 1.4% | Cc1nn(CC(=O)N2CCCC2)c(C)c1[N+](=O)[O-]
-4.6% | 6.4% | COc1ccc(C(=O)Nc2ccccc2)cc1NC(C)=O

Next results follow.
Rat MKP-3 inhibitors | Hsp70 inhibitors | SMILES
· | -0.9% | Cc1cccc(NC(=O)Nc2ccc(C)c(C)c2)n1
-4.0% | 4.2% | COc1ccc(Oc2ncnc3c2ncn3Cc2ccccc2)cc1
-0.7% | -0.1% | CCN(CC)CCNC(=O)COc1ccccc1O
-0.2% | 3.3% | Cc1cccc(N2C(=O)c3ccc4c5c(ccc(c35)C2=O)CC4)c1C
3.9% | -1.9% | CCC(C)(C(=O)NC1CCCC1)N(Cc1cccs1)C(C)=O (centres undefined)
4.2% | -1.4% | O=C(O)Cc1nonc1NCn1nnc2ccccc21
· | 7.2% | O=C(Nc1ccc(C(=O)N2CCCCC2)cc1)C1CCCCC1
-3.8% | -1.5% | O=C1CSC(=S)N1N1C(=O)C2C3C=CC(C3)C2C1=O (centres undefined)
-3.1% | 4.4% | CCOC(=O)c1cc2sccc2n1CC(=O)N1c2ccccc2CC1C (centres undefined)
-3.2%&5.9% | 7.2%&6.2% | CC(=O)c1ccc(OC(C)C)c(CSc2nc(O)cc(=O)[nH]2)c1

Continued:
Rat MKP-3 inhibitors | Hsp70 inhibitors | SMILES
-2.3% | 2.4% | Cc1ccc(NC(=O)Cc2nnc(NC(=O)Nc3cccc(Cl)c3)s2)cc1
-6.1% | 8.3% | COC(=O)C(C)Sc1nnc(SC(C)C(=O)OC)s1 (centres undefined)
-6.3% | 5.8% | COc1cccc(NC(=O)Cc2nnc(SCC(=O)c3ccccc3)n2C)c1
2.7% | -3.1% | CC(=O)Nc1cc(C(=O)O)ccc1S(=O)(=O)c1ccc(Cl)cc1
1.0% | 1.4% | COc1ccc(S(=O)(=O)Nc2ccc(C)cn2)cc1
· | 0.4% | COc1ccc(C(=O)Nc2ccc(S(=O)(=O)N3CCCCC3)cc2)cc1
-4.6% | 2.9% | COC(=O)c1ccccc1NC(=O)CN(c1cccc(OC)c1)S(=O)(=O)c1ccccc1
· | 0.4% | CC1CCN(S(=O)(=O)c2cccc(-c3cn4cc(Cl)ccc4n3)c2)CC1
0.0% | 4.1% | CC(C)/C=C1\CCCC\C1=N/NC(N)=O
2.6% | -1.9% | Cc1ccnc(SCCn2c(N3CCN(C)CC3)nc3c2c(=O)[nH]c(=O)n3C)n1

A second format for 4 compounds above:
> Cc1ccc(NC(=O)Cc2nnc(NC(=O)Nc3cccc(Cl)c3)s2)cc1
  Rat MKP-3 inhibitors: -2.3%; Hsp70 inhibitors: 2.4%

> CC(=O)Nc1cc(C(=O)O)ccc1S(=O)(=O)c1ccc(Cl)cc1
  Rat MKP-3 inhibitors: 2.7%; Hsp70 inhibitors: -3.1%

> CC1CCN(S(=O)(=O)c2cccc(-c3cn4cc(Cl)ccc4n3)c2)CC1
  Rat MKP-3 inhibitors: ·; Hsp70 inhibitors: 0.4%

> COC(=O)c1ccccc1NC(=O)CN(c1cccc(OC)c1)S(=O)(=O)c1ccccc1
  Rat MKP-3 inhibitors: -4.6%; Hsp70 inhibitors: 2.9%

The list continues:
Rat MKP-3 inhibitors | Hsp70 inhibitors | SMILES
-8.4% | 0.3% | CN1CCN(S(=O)(=O)c2ccc3[nH]cc(C(=O)O)c(=O)c3c2)CC1
0.5% | 2.9% | O=C(Nc1ccc(Cl)cc1)C(c1ccccc1)c1ccccc1
5.3% | -1.7% | CCCCN(C)C(=O)C1CCC(=O)N(c2cc(OC)c(OC)c(OC)c2)C1c1ccc(OC)cc1 (centres undefined)
4.5% | 0.0% | CC1CCN(S(=O)(=O)Cc2ccccc2Cl)CC1
8.5% | -3.8% | CCCOC(=O)C1=C(C)NC2=C(C(=O)CC(c3ccc(OC)cc3)C2)C1c1ccc(OCc2ccccc2)c(OC)c1 (centres undefined)
3.9% | -5.8% | O=C(Nc1ccc2nn(-c3ccc(Cl)cc3)nc2c1)c1ccccc1
-3.0% | 4.1% | Cc1c(C(=O)COC(C)(C)C)[nH]c2ccccc12
2.8% | -1.6% | O=C(NC12CC3CC(CC(C3)C1)C2)c1ccccc1
4.9% | -4.3% | Cc1ccc(Cn2c3ccccc3c3cn[nH]c(=O)c32)cc1
· | -0.7% | COCc1nnc(NS(=O)(=O)c2ccc([N+](=O)[O-])cc2)s1

Additional entries
Rat MKP-3 inhibitors | Hsp70 inhibitors | SMILES
0.0% | 3.4% | O=[N+]([O-])c1cc(-n2ncnc2-c2ccc3c(c2)OCO3)ccc1F
-0.3% | -1.0% | NC(=O)CSc1nnc(-c2ccoc2)o1
-8.3% | 1.7% | Cc1ccc(OCCCN(C)C)c(Br)c1
-4.0% | 1.1% | COc1ccc(F)cc1S(=O)(=O)n1cc(C)nc1-c1ccccc1
-5.3% | 7.5% | COc1ccc(C(=O)N2CCCc3ccccc32)cc1
-6.6% | · | O=C(O)c1cc(C(=O)O)c(-c2ccccc2)c(C(=O)O)c1
1.5% | -2.6% | CC(=O)Oc1ccc(-c2cccc(C(=O)NCCO)c2)cc1
1.2% | -0.5% | CCC(Oc1ccccc1)C(=O)Nc1cc(Cl)ccc1Cl (centres undefined)
-4.7% | 4.1% | Nc1c(C(=O)c2cccs2)oc2ccccc12
-2.0% | -4.7% | C=C(C)CSc1nnc([C@@H]2CCCN2C(=O)OC(C)(C)C)o1

(listing goes on)
Rat MKP-3 inhibitors | Hsp70 inhibitors | SMILES
-0.2% | 1.7% | O=C(c1ccc(-c2ccccc2)cc1)N1CCN(Cc2ccc(Cl)cc2)CC1
-0.6% | 2.1% | CC(C)(C)c1cc(N2C(=O)C(=O)/C(=C(\O)c3ccccc3)C2c2cccc([N+](=O)[O-])c2)no1 (centres undefined)
· | -0.7% | CC(C)(C)c1csc(NC(=O)c2ccc(Cl)s2)n1
· | -1.4% | CCCC1CC(CSC(=N)N)OC1=O (centres undefined)
-3.5% | 7.3% | Cc1ccc2c(c1)c1c(n2CC2COC(C)(C)O2)C(=O)CCC1 (centres undefined)
2.8% | 2.4% | Cc1cc(OCC(=O)Nc2ccccc2CO)ccc1Br
· | -3.3% | CCC(=O)NCCc1nc2ccccc2n1Cc1ccc(C)cc1
2.3% | 2.7% | COc1ccc(NC(=O)c2nn3c(C(F)(F)F)cc(-c4ccco4)nc3c2Cl)c(OC)c1
-6.6% | 2.6% | Cc1ccc(C(=O)Nc2nc3ccccc3n2C)cc1
-2.7% | 2.1% | Cc1ccc(NC(=O)C2CC=CCC2C(=O)N2CCCCC2)cc1 (centres undefined)
-4.1% | -0.1% | Cc1ccc(S(=O)(=O)N(Cc2ccccc2)c2ccccc2C(=O)N2CCOCC2)cc1
-7.7% | 0.1% | CC(C)Oc1ccc(C(=O)Nc2cc(=O)n(C)c(=O)n2C)cc1

Assay outcomes as filed in PubChem.
